WT yeast gro inh – growth inhibition of WT yeast, mitochondrial fusion screen; mitochondrial fusion phenotypic screen, WT strain; inhibition, % at 10 µM; hit rate 2.1% among 190,000; AID 1362; in the data active = inhibition above about 58%; tested in S. cerevisiae
LYP inhibition – inhibitors of LYP phosphatase, biochemical, fluorescence intensity, uHTS (AID 1779); recombinant LYP phosphatase, fluorescence intensity; higher % means a stronger effect; inhibition, % at 11.5 µM, or IC50 in µM where a hit was titrated; hit rate 0.054% among 290,000;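 also: plate controls were vehicle with enzyme for no effect and no enzyme for full effect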
PMI inhibitors – inhibitors of human PMI, primary screen, biochemical, fluorescence intensity, coupled assay (AID 1209) | purified PMI enzyme, coupled fluorescence intensity; higher % means a stronger effect | inhibition, % at 20 µM; hits with a dose series show IC50 in µM | hit rate 0.42% among 190,000;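 also: plate controls were DMSO vehicle for no effect and wells lacking substrate for full effect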
M17LAP inhibition – P. falciparum M17LAP inhibitors, primary screen, biochemical, fluorogenic H-Leu-NHMec substrate, 1536-well (AID 1619). recombinant M17LAP, H-Leu-NHMec fluorogenic kinetic assay; higher % means a stronger effect. inhibition, % at 30 µM, or IC50 in µM where a hit was titrated. hit rate 0.38% among 220,000;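 active = compound inhibiting the enzyme by more than half at any dose during confirmatory dose-response retesting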;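 also: plate controls were full reaction with DMSO carrier for no effect and no enzyme background for full effect; strong numbers were not always called active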
M1AAP inhibition – P. falciparum M1AAP inhibitors, biochemical, fluorogenic H-Leu-NHMec substrate, 1536-well (AID 1445); recombinant M1AAP, H-Leu-NHMec fluorogenic kinetic assay; higher % means a stronger effect; inhibition, % at 30 µM; hits with a dose series show IC50 in µM; hit rate 0.42% among 220,000;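 active = primary inhibition above the hit cutoff, then over 50% inhibition at one or more dose response concentrations, cut at about 23% in these data, passing the limit was not always enough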;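 also: plate controls were DMSO full reaction for no effect and no enzyme background for full effect; strong numbers were not always called active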
XIAP antagonists – small molecules displacing peptide from XIAP – biochemical, IAP family, fluorescence polarization (AID 1018); XIAP BIR domain, fluorescence polarization peptide displacement; higher % means a stronger effect; hit rate 0.007% among 200,000; displacement, % at 20 µM, or IC50 in µM where a hit was titrated; in the data active = displacement above about 50%; also: a part of the inactive calls stands beside numbers as strong as those of hits
TNAP activators – stimulation of alkaline phosphatase TNAP activity – biochemical, luminescent, no phosphate acceptor, uHTS, primary screen (AID 1001); purified TNAP, luminescent activation assay, no phosphate acceptor; higher activation fold means a stronger effect; activation fold at 20 µM, or EC50 in µM where a hit was titrated; hit rate 0.03% among 200,000; in the data active = activation fold from about 3, or a potency from the dose series; inactive = the rest, 99 in 100 with activation fold below about 1.6; also: many of its hits are not listed in these tables
human PMI inhibitors – MPI inhibition at elevated mannose 6-phosphate – biochemical, fluorescence intensity, high mannose 6-phosphate, primary screen (AID 1220) | recombinant PMI enzyme, coupled fluorescence intensity; higher % means a stronger effect | inhibition, % at 20 µM, or IC50 in µM where a hit was titrated | hit rate 0.66% among 190,000
Yfh1-depleted yeast – enhancers of respiration in Yfh1-depleted yeast, dose response, Friedreich's ataxia, plus single-dose screen (AID 1465) | S. cerevisiae Yfh1-off respiration, WST-1 reduction, 72 h; higher fold induction means a stronger effect | one-dose fold induction at 50 µM; EC50 in µM for titrated hits | hit rate 0.074% among 220,000;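 active = fold induction of absorbance versus untreated yeast above a set limit, then at least 30% activation at any dose in follow-up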;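 also: activators that raise dye reduction in frataxin-depleted yeast; strong numbers were not always called active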
WT yeast gro inh mutant strain – second read-out of WT yeast gro inh, no call of its own (marks repeat the call); inhibition, %; mitochondrial fusion phenotypic screen, mutant strain inhibition
* hit, by the source's call. Rule as the data show it, unless noted: active = inhibition above about 50%; inactive = the rest.

Screening c1ccc(COc2nsnc2N2CCOCC2)cc1 returned WT yeast gro inh 2, LYP inhibition -5%, PMI inhibitors 4%, M17LAP inhibition 15%, M1AAP inhibition -3%, XIAP antagonists 1.0%, TNAP activators 1.1, human PMI inhibitors 4%, Yfh1-depleted yeast inactive and WT yeast gro inh mutant strain 2.
Cc1cc(N2CCN(C(=O)c3ccco3)CC2)n2ncnc2n1 was read as WT yeast gro inh -14, LYP inhibition -3%, PMI inhibitors -22%, M17LAP inhibition -8%, M1AAP inhibition 3%, XIAP antagonists -5.7%, TNAP activators 1, human PMI inhibitors -27%, Yfh1-depleted yeast inactive and WT yeast gro inh mutant strain -14.
CCOC(=O)c1ccccc1Nc1cn(C(C)=O)c2ccccc12 was read as LYP inhibition -5%, PMI inhibitors -18%, M17LAP inhibition -18%, M1AAP inhibition -3%, XIAP antagonists 0.5%, TNAP activators 1.1, human PMI inhibitors -32% and Yfh1-depleted yeast inactive.
`Cc1cc(C)c2nc(-c3ccccn3)cc(C(=O)Nc3ccc(S(=O)(=O)Nc4onc(C)c4C)cc3)c2c1` gave WT yeast gro inh 10, LYP inhibition 5%, PMI inhibitors -26%, M17LAP inhibition 9%, M1AAP inhibition 9%, XIAP antagonists -3.8%, TNAP activators 1, human PMI inhibitors 2%, Yfh1-depleted yeast inactive and WT yeast gro inh mutant strain 0.
`CCOC(=O)c1cc(NC(=O)Nc2nccs2)c(C)nc1C` gave WT yeast gro inh -8, LYP inhibition 0%, PMI inhibitors -17%, M17LAP inhibition -21%, M1AAP inhibition 6%, XIAP antagonists 16%, TNAP activators 0.6, human PMI inhibitors -28%, Yfh1-depleted yeast inactive and WT yeast gro inh mutant strain -2.
Screening COC(CNC(=O)C1CCN(C(=O)c2cc3oc(C)cc3n2Cc2c(F)cccc2Cl)CC1)OC returned WT yeast gro inh -4, LYP inhibition 0%, PMI inhibitors -16%, M17LAP inhibition -1%, M1AAP inhibition -2%, XIAP antagonists -20%, TNAP activators 1.1, human PMI inhibitors 2%, Yfh1-depleted yeast inactive and WT yeast gro inh mutant strain 12.
Cc1ccc(S(=O)(=O)N2CCN(C(=O)/C=C/c3ccco3)CC2)cc1 was read as WT yeast gro inh -3, LYP inhibition 9%, PMI inhibitors 26%, M17LAP inhibition -2%, M1AAP inhibition 0%, XIAP antagonists -12%, TNAP activators 1.1, human PMI inhibitors 13%, Yfh1-depleted yeast inactive and WT yeast gro inh mutant strain -3.
`COc1cc(S(=O)(=O)N2CCN(c3ccccc3)CC2)ccc1F` gave WT yeast gro inh 15, LYP inhibition 2%, PMI inhibitors -2%, M17LAP inhibition 16%, M1AAP inhibition -4%, XIAP antagonists 1.7%, TNAP activators 1.1, human PMI inhibitors -4%, Yfh1-depleted yeast inactive and WT yeast gro inh mutant strain 4.
Screening COC(=O)CCN(C(=O)c1ccc2c(c1)OCO2)c1ccccn1 returned WT yeast gro inh -4, LYP inhibition -6%, PMI inhibitors 6%, M17LAP inhibition 11%, M1AAP inhibition 8%, XIAP antagonists -1.5%, TNAP activators 1.1, human PMI inhibitors 2%, Yfh1-depleted yeast inactive and WT yeast gro inh mutant strain 5.
For O=C(NC(=S)NC1CCCCCC1)c1cncc(Br)c1 the results were WT yeast gro inh 45, LYP inhibition 3%, PMI inhibitors 4%, M17LAP inhibition 5%, M1AAP inhibition 4%, XIAP antagonists -0.3%, TNAP activators 1.1, human PMI inhibitors 3%, Yfh1-depleted yeast inactive and WT yeast gro inh mutant strain 58.
CCOc1ccc(S(=O)(=O)NCc2ccncc2)cc1 was read as WT yeast gro inh 5, LYP inhibition -3%, PMI inhibitors 3%, M17LAP inhibition 2%, M1AAP inhibition 1%, XIAP antagonists -5.5%, TNAP activators 1.1, human PMI inhibitors -3%, Yfh1-depleted yeast inactive and WT yeast gro inh mutant strain 11.
Screening Nn1c(SCCOc2ccc(Cl)cc2)nnc1-c1cccnc1 returned WT yeast gro inh 10, LYP inhibition -12%, PMI inhibitors 1%, M17LAP inhibition 6%, M1AAP inhibition 0%, XIAP antagonists -5.5%, TNAP activators 1, human PMI inhibitors 11%, Yfh1-depleted yeast inactive and WT yeast gro inh mutant strain 8.
Screening O=C1SC(SC(=Nc2ccccc2)Nc2ccccc2)C(=O)N1c1ccccc1 (stereo not given) returned WT yeast gro inh 22, LYP inhibition 1%, PMI inhibitors -12%, M17LAP inhibition -3%, M1AAP inhibition -3%, XIAP antagonists -3.6%, TNAP activators 1.1, human PMI inhibitors 8%, Yfh1-depleted yeast inactive and WT yeast gro inh mutant strain 5.
Screening COc1ccc2c(CC(=O)NC3CCCc4ccccc43)coc2c1 (stereo not given) returned WT yeast gro inh -19, LYP inhibition -8%, PMI inhibitors 17%, M17LAP inhibition 0%, M1AAP inhibition 9%, XIAP antagonists -7.7%, TNAP activators 1.1, human PMI inhibitors 12%, Yfh1-depleted yeast inactive and WT yeast gro inh mutant strain -21.
`Cc1ccc(NC(=O)CS(=O)(=O)c2c[nH]c3ccccc23)c(C)c1` gave WT yeast gro inh -11, LYP inhibition -5%, PMI inhibitors -5%, M17LAP inhibition 10%, M1AAP inhibition 8%, XIAP antagonists -5.7%, TNAP activators 1, human PMI inhibitors -1%, Yfh1-depleted yeast inactive and WT yeast gro inh mutant strain 0.
O=S(=O)(c1cccc(F)c1)N1CCN(C(=S)NCc2ccccc2)CC1 was read as WT yeast gro inh 2, LYP inhibition -2%, PMI inhibitors 3%, M17LAP inhibition 3%, M1AAP inhibition -2%, XIAP antagonists -3.3%, TNAP activators 1.1, human PMI inhibitors 0%, Yfh1-depleted yeast inactive and WT yeast gro inh mutant strain 7.
For C#CCOCCOCCOCCNc1nc(N2CCN(C(=O)[C@H](CCCCN)n3cc(C(N)CO)nn3)CC2)nc(N2CCN(C(=O)[C@H](CCC(=O)O)n3cc(C(N)CC(C)C)nn3)CC2)n1 (stereo not given in full) the results were LYP inhibition -11%, M17LAP inhibition 3%, M1AAP inhibition 4% and Yfh1-depleted yeast inactive.
For CCN1CCc2c(OCC(=O)N3CCCCC3)cccc2C1=O the results were WT yeast gro inh -6, LYP inhibition -3%, PMI inhibitors 10%, M17LAP inhibition -3%, M1AAP inhibition 1%, XIAP antagonists -4.0%, TNAP activators 1.1, human PMI inhibitors 13%, Yfh1-depleted yeast inactive and WT yeast gro inh mutant strain -10.
Screening CCn1cnc2c1c(=O)n(Cc1nnc3n1-c1ccccc1SC3)c(=O)n2Cc1ccccc1 returned WT yeast gro inh -5, LYP inhibition -2%, PMI inhibitors 16%, M17LAP inhibition 11%, M1AAP inhibition 2%, XIAP antagonists -6.6%, TNAP activators 1.1, human PMI inhibitors 10%, Yfh1-depleted yeast inactive and WT yeast gro inh mutant strain -5.
Screening O=C(c1c[nH]c2ccc(S(=O)(=O)N3CCOCC3)cc2c1=O)N1CCN(c2ccccn2)CC1 returned WT yeast gro inh -6, LYP inhibition 0%, PMI inhibitors 16%, M17LAP inhibition -8%, M1AAP inhibition 8%, XIAP antagonists -8.0%, TNAP activators 1.1, human PMI inhibitors 14%, Yfh1-depleted yeast inactive and WT yeast gro inh mutant strain 1.
For CCN=C1SC(C(=O)NCCc2ccccc2)CC(=O)N1CC (stereo not given) the results were WT yeast gro inh 54, LYP inhibition -8%, PMI inhibitors 2%, M17LAP inhibition -1%, M1AAP inhibition -2%, XIAP antagonists -6.6%, TNAP activators 1, human PMI inhibitors 2%, Yfh1-depleted yeast inactive and WT yeast gro inh mutant strain 1.
`S=C(Nc1ccc(Cl)cc1)NC1CC2CCCC(C1)N2C1CCCC1` (stereo not given) gave WT yeast gro inh 21, LYP inhibition -1%, PMI inhibitors -7%, M17LAP inhibition 13%, M1AAP inhibition 6%, XIAP antagonists 1.8%, TNAP activators 1.2, human PMI inhibitors -9%, Yfh1-depleted yeast inactive and WT yeast gro inh mutant strain 7.
For O=C(Cn1nc(-c2nn(CC(=O)c3ccccc3)c3[n+]2CCCCC3)[n+]2c1CCCCC2)c1ccccc1 the results were LYP inhibition -7%, M17LAP inhibition 9%, M1AAP inhibition 7% and Yfh1-depleted yeast inactive.
`C/C(N)=C(/C#N)C(=O)CSc1ccccc1F` gave WT yeast gro inh -13, LYP inhibition -8%, PMI inhibitors -3%, M17LAP inhibition 5%, M1AAP inhibition 5%, XIAP antagonists -4.4%, TNAP activators 1.1, human PMI inhibitors -8%, Yfh1-depleted yeast inactive and WT yeast gro inh mutant strain 17.
For N/C(=N\S(=O)(=O)c1cc(C(F)(F)F)cc(C(F)(F)F)c1)c1ccccc1 the results were LYP inhibition -1%, M17LAP inhibition -2%, M1AAP inhibition 1% and Yfh1-depleted yeast inactive.
`O=S(=O)(c1cccs1)N1CCN(c2ccc(O)cc2)CC1` gave LYP inhibition -10%, M17LAP inhibition -3%, M1AAP inhibition 9% and Yfh1-depleted yeast inactive.
For CC1(C)NC(=O)N(CC(O)CN2CCCC2)C1=O (stereo not given) the results were WT yeast gro inh 3, LYP inhibition 4%, PMI inhibitors 10%, M17LAP inhibition -6%, M1AAP inhibition 0%, XIAP antagonists -4.0%, TNAP activators 1.1, human PMI inhibitors 10%, Yfh1-depleted yeast inactive and WT yeast gro inh mutant strain 8.
`CCOC(=O)c1ccc(NCc2ccc(N(C)C)cc2)cc1` gave WT yeast gro inh 25, LYP inhibition -4%, PMI inhibitors 1%, M17LAP inhibition -1%, M1AAP inhibition 5%, XIAP antagonists -1.7%, TNAP activators 1.1, human PMI inhibitors 1%, Yfh1-depleted yeast inactive and WT yeast gro inh mutant strain 15.
For CC(=O)n1nc(-c2cccnc2)nc1N the results were WT yeast gro inh -9, LYP inhibition -7%, PMI inhibitors 12%, M17LAP inhibition -1%, M1AAP inhibition 2%, XIAP antagonists -17%, TNAP activators 0.9, human PMI inhibitors 10%, Yfh1-depleted yeast inactive and WT yeast gro inh mutant strain 13.
`CC1CCN(CC(=O)Nc2ccc(Br)cc2[N+](=O)[O-])CC1` gave WT yeast gro inh 12, LYP inhibition -1%, PMI inhibitors 12%, M17LAP inhibition 2%, M1AAP inhibition 1%, XIAP antagonists -5.1%, TNAP activators 1.1, human PMI inhibitors 15%, Yfh1-depleted yeast inactive and WT yeast gro inh mutant strain 16.
Screening CCOc1cccc(C(=O)N2CCCCC2c2cccnc2)c1 (stereo not given) returned WT yeast gro inh 4, LYP inhibition -6%, PMI inhibitors 13%, M17LAP inhibition 4%, M1AAP inhibition 14%, XIAP antagonists -7.7%, TNAP activators 1, human PMI inhibitors 11%, Yfh1-depleted yeast inactive and WT yeast gro inh mutant strain 5.

Reprinted at random: two records from the list
`S=C(Nc1ccc(Cl)cc1)NC1CC2CCCC(C1)N2C1CCCC1` (stereo not given) gave WT yeast gro inh 21, LYP inhibition -1%, PMI inhibitors -7%, M17LAP inhibition 13%, M1AAP inhibition 6%, XIAP antagonists 1.8%, TNAP activators 1.2, human PMI inhibitors -9%, Yfh1-depleted yeast inactive and WT yeast gro inh mutant strain 7.
`O=S(=O)(c1cccs1)N1CCN(c2ccc(O)cc2)CC1` gave LYP inhibition -10%, M17LAP inhibition -3%, M1AAP inhibition 9% and Yfh1-depleted yeast inactive.

Assay outcomes from PubChem.
